SRC3 TRFRET art: TR-FRET artefact, counter-screen to PPARgamma/SRC-3 agonist assay; PPARgamma/SRC-3 format; hits give high values; TR-FRET ratio at 8 µM; actives 0.39% (n = 99,000); in the data active = TR-FRET ratio above about 2000; note: inactives centre near 1600; reference of the scale not given here
SRC1 TRFRET art: TR-FRET artefact, counter-screen to PPARgamma/SRC-1 agonist assay; TR-FRET ratio at 8 µM; actives 0.34% (n = 99,000); TR-FRET detection artefact counter-screen, emission ratio; hits give high values; AID 1051; in the data active = TR-FRET ratio above about 2300; note: inactives centre near 1800; reference of the scale not given here
Starred values were filed as active, the others as inactive; & = joins results of further samples. A portion of the library, so the mix of outcomes need not match the whole.

structure,SRC3 TRFRET art,SRC1 TRFRET art
Cc1ccc(S(=O)(=O)Nc2ccc(O)c3ncccc23)cc1,1521,1749
C=CCNC(=S)NCc1cccnc1,1560,1755
CCOC(=O)/C=c1\s/c(=C\c2ccc(-c3ccccc3)cc2)c(=O)n1CC(=O)NCc1ccc2c(c1)OCO2,1771,1670
COC(=O)C1=NNC2(c3ccc(Cl)cc3)C(=O)N(c3ccccc3)C(=O)C12 (stereo unspecified),1765,2017
O=C(Cc1ccc(-n2cccc2)cc1)NCc1ccccc1Cl,1479,1734
S=c1[nH]nc(CNc2ccc(Cl)cc2)n1Cc1ccccc1,1760,1747
C#CCOCCOCCOCCNc1nc(N2CCN(C(=O)[C@H](Cc3ccc(O)cc3)n3cc(C(N)CC(C)C)nn3)CC2)nc(N2CCN(C(=O)[C@H](CCC(=O)O)n3cc(C(N)[C@H](C)CC)nn3)CC2)n1 (stereo partly specified),1500,1705
Cc1nc(SCC2(C)CC2(Cl)Cl)n[nH]1 (stereo unspecified),1454,1736
CCOc1cc(S(=O)(=O)n2ccc(C)n2)ccc1Br,1728,1845
O=C1NC(=Nc2ccccc2)SC1Cc1ccccc1 (stereo unspecified),1433,1711
C=CCNC(=S)/C(=C(/[O-])c1ccccc1Br)[n+]1ccccc1,1487,1451
CCc1cc2cc3c(cc2nc1SCC(=O)Nc1cc(OC)c(OC)cc1C(=O)O)OCO3,1658,1864
O=C(Nc1cccc(Cl)c1)c1ccc(NCC2CCCO2)c([N+](=O)[O-])c1 (stereo unspecified),1775,2177
C[C@H]1[C@H](C)CC[C@]2(C(=O)O)CC[C@]3(C)C(=CC[C@@H]4[C@@]5(C)C[C@@H](O)[C@H](O)C(C)(C)[C@@H]5CC[C@]43C)[C@H]12,1627,1876
CCOC(=O)CCCCC(=O)c1[nH]c(=O)[nH]c1CN1CCOCC1,1523,1663
CC(C)(C)c1ccc(C(=O)NCC(=O)OCC(=O)Nc2ccc3c(c2)OCCO3)cc1,1579,1958
CC(/C=N/NC(=O)c1ccco1)=C\c1ccccc1,1501,1617
Cc1cc(NC(=O)CSc2nnc(Cn3c(=O)sc4ccccc43)n2-c2ccccc2C)no1,1582,2030
Cc1ccoc1C(=O)NCCNc1ccc(Cl)cc1[N+](=O)[O-],1598,1773
O=C(O)C1CCCCC1C(=O)Nc1ccc(F)c(F)c1 (stereo unspecified),1548,1806
CN(C)c1ccc2c(=O)[nH][nH]c(=O)c2c1,1608,1949
COc1ccc(OC)c(NC(=O)c2cccc(Cn3cc(Br)c([N+](=O)[O-])n3)c2)c1,1528,1690
Cc1ccc(-n2[nH]c(C)c(CCC#N)c2=O)cc1,1585,1674
O=C(NNC(=O)c1cccnc1SCc1cccc([N+](=O)[O-])c1)c1cccnc1,1425,1927
CCCOc1ccc(-c2nnc(-c3ccncc3)o2)cc1,1396,1721
Cc1ccc2nc(COc3ccc(Cl)cc3)cc(=O)n2c1,1661,1740
COC(=O)c1cccc(Cn2cc([N+](=O)[O-])cn2)c1,1485,1763
Cc1noc(C)c1CSc1ncnc2sc3c(c12)CCC(C)C3 (stereo unspecified),1415,1737
OCc1cn(-c2ccccc2)nn1,1654,1988
CC(=O)Nc1ccc(C(=O)CSc2cc(C)c3cccc(C)c3n2)cc1,1581,1675

A different layout for part of the listing above.
> Cc1cc(NC(=O)CSc2nnc(Cn3c(=O)sc4ccccc43)n2-c2ccccc2C)no1
  SRC3 TRFRET art = 1582 | SRC1 TRFRET art = 2030
> Cc1ccoc1C(=O)NCCNc1ccc(Cl)cc1[N+](=O)[O-]
  SRC3 TRFRET art = 1598 | SRC1 TRFRET art = 1773
> O=C(O)C1CCCCC1C(=O)Nc1ccc(F)c(F)c1 (stereo unspecified)
  SRC3 TRFRET art = 1548 | SRC1 TRFRET art = 1806

(list continues)
structure,SRC3 TRFRET art,SRC1 TRFRET art
Oc1ccc(/C=N/n2cc(-c3ccccc3)[nH]c2=S)cc1,1535,1803
CC(=O)Nc1ccc(C(=O)NNC(=O)c2cc([N+](=O)[O-])cc([N+](=O)[O-])c2)cc1,1573,1716
O=C(Nc1cccc(C(=O)N2CCN(c3ccc(F)cc3)CC2)c1)c1ccccc1,1661,1824
Cc1[nH]c2ccccc2c1SCC(=O)N1CCCCCC1,1682,1778
CS(=O)(=O)N1CCN(c2ccc(Cl)cc2[N+](=O)[O-])CC1,1613,1731
C[C@]12CCC(=O)C=C1CC[C@@H]1[C@@H]2[C@@H](O)C[C@@]2(C)[C@H]1CC[C@]2(O)C(=O)COC(=O)CCC(=O)O,1706&1782,1807&1784
O=C1CC(NNc2ccccc2)C(=O)N1c1ccccc1 (stereo unspecified),1555,1799
Cc1cc(C)n2nc(SCC(=O)N/N=C/c3ccccn3)nc2n1,1542,1747
CCNC(=S)N/N=C(\C)c1ccc2ccccc2c1,1378,1714
O=C(CSc1ccc2ccccc2c1Br)Nc1cccc(S(=O)(=O)NC2=NCCCCC2)c1,2200*,1973
O=C(CCC(=O)N(CC(=O)NC1CCCCC1)Cc1cccs1)Nc1ccccn1,1414,1762
Cc1ccccc1S(=O)(=O)NC1=NCCCCC1,1689,1814
O=C(COC(=O)C12CC3CC(CC(C3)C1)C2)Nc1ccc([N+](=O)[O-])cc1Cl,1389,1797
COC(=O)c1c(NC(=O)COC(=O)Cn2cnc3ccccc32)sc2c1CCCC2,1421,1753
CC(Sc1nc(N)cc(=O)[nH]1)C(=O)Nc1cccc(Cl)c1 (stereo unspecified),1492,1983
NC(=O)C1(N2CCCCC2)CCN(C(=S)Nc2cccc(Cl)c2)CC1,1585,1735
O=C1CCC([N+](=O)[O-])C(c2cccc(Br)c2)N1 (stereo unspecified),1455,1801
O=C(CSc1ncn(-c2ccccc2)n1)Nc1ccc2c(c1)OCCO2,1463,1790
COC(=O)C1=C(C)N(CCc2c[nH]c3ccc(OC)cc23)C(=O)C1,1438,1450
Brc1ccc(C=Nc2ccc3c(c2)OCCOCCOCCO3)s1,1364,1870
COc1cccc(NC(=S)N(CCc2c(C)[nH]c3ccc(C)cc23)Cc2cccs2)c1,1438,1486
Cc1ccc(Sc2ncccc2C(=O)O)cc1C,1599,1877
CCOC(=O)c1ccc(NC(=O)CC2S/C(=N/N=C3/NC(=O)CS3)NC2=O)cc1 (stereo unspecified),1638,1970
O=C(N/N=C/c1cccc([N+](=O)[O-])c1)c1cccs1,1802,1863
CCOC(=O)NN1C(=O)c2ccccc2NC1c1ccc(OC)cc1 (stereo unspecified),1689,1922
COc1cc(/C=N/O)ccc1Oc1ccc([N+](=O)[O-])cc1[N+](=O)[O-],1584,1649
Fc1ccc(N=C2NN=C(c3cc(F)ccc3F)CS2)cc1,1523,1659
CC(C)c1ccccc1NC(=O)COc1ccc2c(=O)c(Oc3ccc4ccccc4c3)coc2c1,1830,1956
CC(=O)Nc1c(O)c2ccccc2[nH]c1=O,1444,1959
O=C(NNc1ccccc1[N+](=O)[O-])Nc1ccc(F)cc1,1477,1922
Fc1ccc(-c2csc(-c3ccncc3)n2)cc1,1404,1510
N#Cc1ccc(N/N=C/c2cn(-c3ccccc3)nc2-c2ccccc2)c([N+](=O)[O-])c1,1668,1795
Cc1cc([N+](=O)[O-])ccc1NC(=O)C1CCCO1 (stereo unspecified),1313,1654
Cc1cc(CNC(=O)C(C)n2nc(C)c([N+](=O)[O-])c2C)c2ccccc2n1 (stereo unspecified),1710,1676
CCCOC(=O)c1ccc(NC(=O)C2C3CCC(C3)C2C(=O)O)cc1 (stereo unspecified),1382,1764
CCOC(=O)C1=C(C)N(CC)C(=S)NC1c1ccccc1OC(F)F (stereo unspecified),1556,1854
CCOc1ccc(CNCc2ccc(C(=O)O)cc2)cc1OC,1659,1817
CN(C(=O)COC(=O)c1ccccc1NC(=O)c1ccco1)C1CCS(=O)(=O)C1 (stereo unspecified),1563,1720
O=C(O)CCC(=O)Nc1ccc(S(=O)(=O)N2CCCC2)cc1,1850,1652
O=C(CSCc1ccc(Cl)cc1)NN=C1CCCC1,1484,1824
CCOc1ccc(N=C2Sc3nc4ccc(C)cc4cc3CN2CCOC)cc1,1864,2022
O=C(Nc1ccc(O)cc1)/C(=C\c1ccncc1)NC(=O)c1ccccc1,1623,1812
O=C(CSc1ncccn1)Nc1ncc(C(F)(F)F)cc1Cl,1780,2074
O=C(NC1CCCCCCC1)C1c2ccccc2C(=O)N1Cc1cccs1 (stereo unspecified),1492,1794
O=C(Cc1ccccc1)Nc1ccccc1Oc1ccccc1,1491,1738
CCOC(=O)c1sc(NC(=O)CSc2n[nH]c(C)n2)nc1C,1655,1525
CCOc1ccc(C(C)NC(=O)Cc2ccccc2)cc1OCC (stereo unspecified),1491,1588
CCCCCCCN(C(=O)CCl)c1cccc(C)c1,1576,1767
Cc1ccc2nc(-c3ccncc3)cc(C(=O)Nc3ccc(OC(F)F)cc3)c2c1,1498,1568
COCCCNC(=O)CSc1nc2c(sc3ccccc32)c(=O)n1CCCC(=O)NCC1CCCO1 (stereo unspecified),1716,2020
Fc1ccc(-c2csc3ncnc(N4CCc5ccccc5C4)c23)cc1,1337,1584
Cc1cccc(/C=N/n2c(-c3cc(-c4ccccc4)n[nH]3)n[nH]c2=S)c1,1585,1663
Cc1ccc(C2(CCNS(=O)(=O)c3ccc(C)cc3)CCOC(C(C)C)C2)cc1 (stereo unspecified),1455,1425
COc1ccc(-n2cc(CNCCc3cnc[nH]3)c(-c3cccc(F)c3)n2)cc1,1421,1758
Cc1ccc(/C=N/NC(=O)c2ccccn2)o1,1552,1949
Cc1ccccc1N(C(=O)Cn1nnc2ccccc21)C(C(=O)NCc1ccco1)c1ccncc1 (stereo unspecified),1603,2019
Cc1nnn(C23CC4CC(CC(CC(=O)Nc5ccc(C)c(Cl)c5)(C4)C2)C3)n1,1643,1748
O=C1CCC/C(=N/NC(=O)c2ccc(CN3c4cccc5cccc(c45)S3(=O)=O)cc2)C1,1630,1838
CC(c1cccs1)N(Cc1ccco1)C(=S)Nc1ccc(F)c(Cl)c1 (stereo unspecified),1803,2004
COc1ccc(C/C(N)=N/OC(=O)c2ccco2)cc1OC,1709,1685

One compound at a time, from the list above. Order of screens: SRC3 TRFRET art | SRC1 TRFRET art
CCOC(=O)c1sc(NC(=O)CSc2n[nH]c(C)n2)nc1C is listed as 1655 | 1525
Cc1ccc(C2(CCNS(=O)(=O)c3ccc(C)cc3)CCOC(C(C)C)C2)cc1 (stereo unspecified) is listed as 1455 | 1425
O=C1CCC/C(=N/NC(=O)c2ccc(CN3c4cccc5cccc(c45)S3(=O)=O)cc2)C1 is listed as 1630 | 1838

2 records picked at random from those above, as already listed:
structure,SRC3 TRFRET art,SRC1 TRFRET art
CCOC(=O)c1sc(NC(=O)CSc2n[nH]c(C)n2)nc1C,1655,1525
Cc1ccccc1N(C(=O)Cn1nnc2ccccc21)C(C(=O)NCc1ccco1)c1ccncc1 (stereo unspecified),1603,2019

Carrying on.
structure,SRC3 TRFRET art,SRC1 TRFRET art
CCOC(=O)c1c(C)oc2c1c(C=NCCO)c(O)c1ccccc12,1578,1575
COCc1ccc(CN2CCC(CO)(CC3CCCCO3)CC2)o1 (stereo unspecified),1793,1784
O=C(c1ccccn1)C1CCCN(Cc2cn[nH]c2-c2cc3ccccc3o2)C1 (stereo unspecified),1429,1988
Fc1ccc(NC(=S)Nc2ccc(Br)cc2)cc1,1646,1943
CCC1(C(=O)c2ccccc2)C(c2ccc([N+](=O)[O-])cc2)C1(C(=O)OC)C(=O)OC (stereo unspecified),1476,1756
CCN(CC)CCN1C(=O)C(=O)/C(=C(/O)c2c(C)[nH]c(C(=O)OC)c2C)C1c1ccc(OC)cc1 (stereo unspecified),1576,1836
CCC(=O)N/N=C/c1ccc(OS(=O)(=O)c2ccccc2)cc1,1323,1543
O=C(C1=C[C@@H](c2coc3ccccc3c2=O)C[C@@H](OCc2ccc(CO)cc2)O1)N1CCN(Cc2ccccc2)CC1,1841,1666
COc1ccc(CN(CC2CCC(C(=O)O)CC2)C(=S)Nc2cc(C)cc(C)c2)cc1 (stereo unspecified),1574,1903
CN(C)S(=O)(=O)c1cccc(NC(=O)COC(=O)c2ccc3c(c2)OCO3)c1,1685,1857
CCOC(=O)C1CCN(C(=O)CC2C(=O)N(Cc3ccccc3)C(C)c3nc4ccccc4n32)CC1 (stereo unspecified),1645,1912
COc1ccc(/C=N/Nc2nc(N3CCCCC3)nc(N3CCCCC3)n2)cc1[N+](=O)[O-],1285,1610
Cc1ccc2c(Cl)cc(Cl)c(OCC(=O)O)c2n1,1679,1837
Cc1cccc(C)c1NC(=S)NC1CCCCC1,1648,1869
Cn1c(C(=O)O)cnc1Sc1ncc(C(F)(F)F)cc1Cl,1445,1798
CC(=O)Nc1ccc(Nc2nc(C)c([N+](=O)[O-])c(Nc3ccc(NC(C)=O)cc3)n2)cc1,1616,1674
O=C(N/N=C1\C2CN3CCN(C2)CC1(c1ccccc1)C3)c1ccc(F)cc1,1461,1677
Cc1cc(SCNC(=O)c2ccccc2)nc(C(C)C)n1,1632,1948
CCOC(=O)C1=C(C)Nc2ccccc2N=C1NC(=O)c1ccc(Cl)c(S(=O)(=O)N2CCCC2)c1,2223*,2193
O=[N+]([O-])c1ccc(N2CCN(S(=O)(=O)c3ccc4ccccc4c3)CC2)cc1NCC1CCCO1 (stereo unspecified),1372,1586
Cc1cc(C)n2nc(C(F)(F)F)c(-c3ccccc3)c2n1,1358,1567
O=C(CCC(=O)c1ccc(Oc2ccccc2)cc1)Nc1cccc(Cl)c1Cl,1323,1724
O=C(CNC(=O)c1ccccc1F)NCCOc1ccccc1Cl,1604,1716
